SENP8 block-1: blocks the human protease SENP8. AID 2540. inhibition, % at 10 µM. purified SENP8, Z-RLRGG-aminoluciferin cleavage, luminescence. 330,000 tested, 1.2% active. Q96LD8; in the data active means inhibition above about 50%
Target sequence (Q96LD8 whole entry, looked up): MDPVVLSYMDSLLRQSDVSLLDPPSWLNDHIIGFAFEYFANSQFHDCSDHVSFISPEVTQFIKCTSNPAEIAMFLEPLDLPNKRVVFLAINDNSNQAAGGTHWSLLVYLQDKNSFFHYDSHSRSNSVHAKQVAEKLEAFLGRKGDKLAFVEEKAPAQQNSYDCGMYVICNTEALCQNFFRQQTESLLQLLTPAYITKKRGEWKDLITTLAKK
SENP6 inh: inhibitors of human SENP6 protease; inhibition, % at 10 µM; 330,000 tested, 1.8% active; Recombinant SENP6 catalytic domain, aminoluciferin luminescence; Q9GZR1; AID 2599;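 active means inhibition above about 50% at the single tested dose, limit read from the data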;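 further: plate controls were DMSO wells with enzyme for no effect and DMSO wells lacking enzyme for full effect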
beta cell repl: MIN6 beta-cell proliferation induction | MIN6 cells proliferation, ATPlite luminescence, 48 h; cells starved in 0.2% serum; 100% = growth in 10% serum | proliferation, % at 10 µM | 330,000 tested, 0.29% active | AID 2380;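 active means compounds whose signal lies at least 3.5 SD above the mean of all wells on their plate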;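 further: 0% = DMSO-treated cells in low-serum medium and 100% = 10% serum control; some compounds called inactive have numbers as strong as hits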
HKDC1 inhibitor: HKDC1 (human) hexokinase inhibition; recombinant HKDC1, G6PDH/diaphorase resazurin coupled fluorescence; 340,000 tested, 0.16% active; inhibition, % at 20 µM; AID 493160;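 active means inhibition above about 35% when tested at 20 µM, limit read from the data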;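 further: plate controls were DMSO wells with enzyme for no effect and DMSO wells lacking enzyme for full effect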
Target sequence (Q2TB90 whole entry, looked up): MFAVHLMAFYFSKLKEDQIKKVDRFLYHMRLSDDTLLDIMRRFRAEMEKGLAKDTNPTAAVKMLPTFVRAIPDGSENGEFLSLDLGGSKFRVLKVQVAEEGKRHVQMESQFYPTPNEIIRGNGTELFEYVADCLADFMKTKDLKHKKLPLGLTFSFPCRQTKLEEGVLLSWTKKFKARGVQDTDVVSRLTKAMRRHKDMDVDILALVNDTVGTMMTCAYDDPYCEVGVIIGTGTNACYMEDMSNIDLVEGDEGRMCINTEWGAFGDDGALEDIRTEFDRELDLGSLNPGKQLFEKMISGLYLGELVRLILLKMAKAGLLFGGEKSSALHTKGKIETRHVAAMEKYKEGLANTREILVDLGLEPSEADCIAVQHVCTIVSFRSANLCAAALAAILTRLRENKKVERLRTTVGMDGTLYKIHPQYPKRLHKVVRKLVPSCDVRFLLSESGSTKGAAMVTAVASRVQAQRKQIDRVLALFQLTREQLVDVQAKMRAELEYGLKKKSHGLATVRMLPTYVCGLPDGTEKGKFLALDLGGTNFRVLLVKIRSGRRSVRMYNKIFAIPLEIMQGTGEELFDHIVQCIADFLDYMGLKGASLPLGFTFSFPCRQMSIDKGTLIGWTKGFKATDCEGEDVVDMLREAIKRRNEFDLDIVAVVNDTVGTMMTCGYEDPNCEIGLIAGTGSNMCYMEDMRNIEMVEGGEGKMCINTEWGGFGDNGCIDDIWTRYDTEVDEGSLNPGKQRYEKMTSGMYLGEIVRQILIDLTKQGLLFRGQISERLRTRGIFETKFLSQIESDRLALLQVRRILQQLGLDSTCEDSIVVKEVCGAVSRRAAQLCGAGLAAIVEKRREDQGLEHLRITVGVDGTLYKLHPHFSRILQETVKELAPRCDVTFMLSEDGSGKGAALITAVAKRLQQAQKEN
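Test system: recombinant HKDC1 (HK5) hexokinase enzyme, produced in-house / Doses: 20 µM test compound, 1% DMSO / Timing: 90 min, room temperature / Detection: G6PDH/diaphorase-coupled fluorescence, 1 mM NADP, 100 µM resazurin, 525/613 nm / Control set: DMSO wells with and without enzyme mix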
SENP1 inh: inhibitors of human SENP1 SUMO protease catalytic domain | Q9P0U3 | recombinant SENP1 catalytic domain, CyPet-SUMO1-YPet FRET cleavage | inhibition, % at 10 µM | 360,000 tested, 0.21% active | AID 624204;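 active means inhibition at least 30% at 10 µM, raw YFP signal under a set limit, fluorescence ratio 0.5 to 1.5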;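 further: 0% = enzyme with DMSO and 100% = no enzyme wells; some results filed as inactive read as strong as hits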
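Test system: recombinant human SENP1 catalytic domain, His6-tagged / Medium: pH 8 Tris buffer with EDTA, NaCl, BME, BSA, NP40, catalase / Also added: SUMO1 FRET substrate flanked by Cypet and Ypet, 25 nM / Times: 50 min reaction at room temperature / Signal: FRET, CFP and YFP emission / Control set: no-enzyme low control and enzyme-plus-DMSO high control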
SENP8 block-2: blocks human SENP8 cleavage of Nedd8 substrate. recombinant SENP8, Nedd8 substrate fluorescence. 360,000 tested, 0.64% active. Q96LD8. AID 602440. inhibition, % at 20 µM; in the data active means inhibition mostly above about 40%, no sharp cut-off; inactive means mostly below about 27%
UBC13 inh: human UBC13 polyubiquitination inhibition; P61088; UBC13 polyubiquitin chain formation, TR-FRET; inhibition, % at 20 µM; 330,000 tested, 0.47% active; AID 485273; in the data active means inhibition above about 45%, passing the limit was not always enough
SENP7 block: SENP7 protease inhibition; inhibition, % at 5 µM; Q9BQF6; AID 434973; recombinant SENP7, Z-RLRGG-aminoluciferin luminescence, 40 min; 330,000 tested, 1.5% active;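 active means inhibition above about 50% at the single test dose, limit read from the data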;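 further: plate controls were DMSO with enzyme for no effect and no enzyme buffer wells for full effect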
PfG6PD inh: PfG6PD (Plasmodium falciparum) enzyme inhibition; PfGluPho enzyme, NADPH resazurin-diaphorase fluorescence; inhibition, % at 20 µM; 350,000 tested, 0.78% active;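 active means inhibition reaching at least a set limit at 20 µM in the primary screen, cut at about 59% in these data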;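 further: 0% = DMSO wells with substrate and 100% = DMSO wells lacking glucose-6-phosphate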
An asterisk follows results filed as active; . = no result given; & = joins results of further samples.

SMILES	SENP8 block-1	SENP6 inh	beta cell repl	HKDC1 inhibitor	SENP1 inh	SENP8 block-2	UBC13 inh	SENP7 block	PfG6PD inh
COc1cc(CO)ccc1Oc1nc2ccccc2n2cnnc12	-1	5	-3	2	-4	7	-13	16	24
CCOC(=O)Nc1ccc2c(c1)ncn2C1CCCCC1	-4	-9	-2	-10	2	15	0	-1	10
COc1ccccc1Nc1nc(N)nc(CSC(=S)N2CCOCC2)n1	-4	7	-2	-6	0	8	14	6	6
C[C@H]1CN([C@@H](C)CO)C(=O)c2cccc(NC(=O)Nc3ccc(C(F)(F)F)cc3)c2O[C@@H]1CN(C)Cc1ccc(Cl)c(Cl)c1	9	-9	-6	-1	2	-27	-9	-7	27
O=C(NNc1c(Cl)cccc1Cl)c1sccc1Cl	-14	-2	4	2	-1	10	7	2	-12
COC(=O)/C(C#N)=C1/C=Cc2ccccc2N1	-11	0	-1	-1	-112	-28	-4	1	-13
Cc1ccc(S(=O)(=O)N(CC(=O)NCc2ccccc2Cl)C(=O)N2CCN(C)CC2)cc1	5	1	-2	-4	2	8	-2	-3	-17
O=C(/C=C/c1ccc(O)c(O)c1)c1ccc(S(=O)(=O)N2CCCCCC2)cc1	-9	-22	-4	-2	6	27	-33	-3	-14
COc1ccccc1C1CC(c2ccc(C)cc2)Nc2ncnn21 (stereo not given)	3	10	1	-3	-3	11	1	6	16
Cn1c(/C(C#N)=C(\O)c2ccc(Br)s2)nc2ccccc21	-1	-11	-2	-1	-38	-26	14	-1	-18
CN(Cc1ccccc1)S(=O)(=O)CCNC(=O)c1ccc2c(c1)OCO2	-6	7	-1	0	1	8	4	1	-12
Cc1ccc(NC(=O)C2CCCN(S(=O)(=O)c3c(C)noc3/C=C/N(C)C)C2)cc1F (stereo not given)	4	-11	-5	-9	-2	19	-6	2	0
Cc1ccc(S(=O)(=O)NCc2nnc(SCC(=O)Nc3cccc(C)c3C)n2C)cc1	3	4	1	-12	2	10	13	-7	12
Cc1cc(/C=C(\C#N)C(=O)Nc2ccccc2F)c(C)[nH]1	-11	-38	3	-1	-24	-106	2	22	16
CC1CCc2c(sc3ncnc(NS(=O)(=O)c4cccs4)c23)C1 (stereo not given)	6	11	-3	8	-7	-23	4	3	-37
COCCSc1nnc(NC(=O)C2CC(=O)N(c3ccc(OC)cc3)C2)s1 (stereo not given)	-9	3	-5	-7	0	7	-5	-5	-2
CCCc1nc(SCC(=O)N2CCOCC2)c2c(C)c(C)sc2n1	-1	5	0	5	0	9	1	-5	-2
O=C(NC(=O)c1ccc(Cl)c(Cl)c1)OC1CCS(=O)(=O)C1 (stereo not given)	-6	0	-1	-5	2	16	3	7	4
Cc1ccc(-c2nn[nH]n2)cc1Cl	-12	0	-1	-2	-1	15	-3	-6	-9
CCCC(C(=O)NCC1CCCO1)N(Cc1ccco1)C(=O)CNS(=O)(=O)c1ccc(F)cc1 (stereo not given)	6	-19	-2	-3	1	13	-3	-7	-3
O=C(NCc1ccccc1Cl)NC(=O)c1csc([N+](=O)[O-])c1	5	-4	0	-4	0	6	-5	2	-1
CC(C)Oc1ccccc1C1Nc2ccccc2C(=O)N1c1ccc2c(c1)OCCO2 (stereo not given)	-4	-3	-5	1	0	-336	10	-6	-6
Nn1c(SCC(=O)NC2CCS(=O)(=O)C2)nnc1-c1ccco1 (stereo not given)	-7	11	1	-4	1	15	6	1	-5
COc1ccc(C2C(=O)N(CCc3ccccc3)CC(=O)N2C2CCCC2)cc1 (stereo not given)	-9	-18	1	9	2	8	-2	-3	10
COc1ccc(C(=O)c2ccccc2)c(OCC(=O)NC2CC2)c1	5	-1	0	1	0	20	1	6	-3

The final five compounds of the part before are carried over, then new ones follow.
SMILES	SENP8 block-1	SENP6 inh	beta cell repl	HKDC1 inhibitor	SENP1 inh	SENP8 block-2	UBC13 inh	SENP7 block	PfG6PD inh
O=C(NCc1ccccc1Cl)NC(=O)c1csc([N+](=O)[O-])c1	5	-4	0	-4	0	6	-5	2	-1
CC(C)Oc1ccccc1C1Nc2ccccc2C(=O)N1c1ccc2c(c1)OCCO2 (stereo not given)	-4	-3	-5	1	0	-336	10	-6	-6
Nn1c(SCC(=O)NC2CCS(=O)(=O)C2)nnc1-c1ccco1 (stereo not given)	-7	11	1	-4	1	15	6	1	-5
COc1ccc(C2C(=O)N(CCc3ccccc3)CC(=O)N2C2CCCC2)cc1 (stereo not given)	-9	-18	1	9	2	8	-2	-3	10
COc1ccc(C(=O)c2ccccc2)c(OCC(=O)NC2CC2)c1	5	-1	0	1	0	20	1	6	-3
O=C(Cn1c(C(=O)N2CCN(C3CCCCC3)CC2)cc2sccc21)c1ccccc1	7	-6	-4	-11	-2	7	12	1	2
COc1cccc(Cn2c(NCc3cccnc3)nc3c2c(=O)n(C)c(=O)n3C)c1	-9	-9	-1	-1	3	15	5	-10	13
Cc1nc2ccc([N+](=O)[O-])cc2[nH]1	1	-13	-1	-11	0	-6	1	3	-4
Cc1nc(Cl)sc1C(=O)Nc1ccccc1	-14	-15	-2	-10	-2	19	-18	-7	1
COc1ccc(CN2C(=O)CCC(C(=O)O)C2c2ccccc2)cc1 (stereo not given)	-2	0	-1	-8	2	19	-1	5	-16
CCOCCc1nn2c(=O)cc(CSCC(=O)Nc3cc(C)cc(C)c3)nc2s1	-9	-8	-6	3	1	1	-2	-10	6
COc1ccc(/C=C/C(=O)O)cc1S(=O)(=O)N1CCC(Cc2ccccc2)CC1	1	-10	-1	-2	1	11	14	9	-36
COc1ccc(CCNC(=O)c2cnc3ccccc3n2)cc1	1	-12	-1	7	2	4	-5	8	1
O=C(Cn1ncc2c([nH]c3ccccc32)c1=O)N1CCN(c2ccc(F)cc2)CC1	0	-19	-3	-4	2	6	-2	8	15
CCN(c1ccc(OC)cc1)S(=O)(=O)c1nnc(NC(=O)COc2ccccc2)s1	2	-8	0	0	-4	12	-8	2	-27
CCn1nc(C)c([N+](=O)[O-])c1C(=O)NNC(=O)c1ccccc1Cl	-6	-6	-4	4	1	-245	-3	-13	8
COc1ccc(C(=O)NC(=S)NCc2ccco2)cc1	-10	-27	-6	1	0	17	0	-8	9
Cc1cc(OCC(=O)Nc2sc3c(c2C#N)CC(C)(C)NC3(C)C)c(C(C)C)cc1Cl	2	9	-3	-3	-69	5	17	-2	16
Nn1c(SCC(=O)NC2CCS(=O)(=O)C2)nc2scc(-c3ccccc3)c2c1=O (stereo not given)	15	6	-2	-4	-2	5	-2	12	-9
O=C(Nc1ccon1)c1cnc2sccn2c1=O	1	0	2	-4	-3	-287	4	2	4
COc1ccc2c(C)c(C(=O)NCC(C)O)oc2c1OC (stereo not given)	0	-10	0	-2	2	-399	6	5	-6
Cc1noc(C)c1S(=O)(=O)N1CCC(Cc2ccccc2)CC1	-2	-21	-3	0	-1	24	3	-2	-14
O=C(OCCN1CCN(c2ncc(C(F)(F)F)cc2Cl)CC1)c1ccc(F)cc1	-3	-23	-2	-1	-2	10	10	3	8
O=C(CC(NCCc1ccccc1)C(=O)O)Nc1ccc(O)cc1 (stereo not given)	-5	-2	1	.	.	.	7	4	.
CCCN(C(=O)c1cc(S(=O)(=O)N(C)c2ccccc2OC)ccc1C)C1CCS(=O)(=O)C1 (stereo not given)	.	.	.	-5	-2	5	.	.	2
COc1ccc(/C=N\NC(=O)CCN2CCN(c3ccccc3)CC2)cc1OC	-6	-10	-2	-5	0	12	7	-4	-1
C=CCn1c(SCC(=O)NC2CCS(=O)(=O)C2)nnc1-c1ccncc1 (stereo not given)	-4	-8	2	6	-1	1	3	2	12
COc1cccc(NC(=O)CN(c2cccc(OC)c2)S(C)(=O)=O)c1	4	7	-3	12	1	4	6	3	-14
COC(=O)c1cccc(C(=O)N2CCCC(CCC(=O)N(C)CCc3ccccn3)C2)c1 (stereo not given)	-12	-16	3	-1	0	7	-5	-11	14
O=C(C[n+]1cccc(C(=O)N/N=C/c2ccc(Br)cc2)c1)c1ccccc1	-9	-8	-5	-3	1	5	-2	-3	3
(more compounds)
SMILES	SENP8 block-1	SENP6 inh	beta cell repl	HKDC1 inhibitor	SENP1 inh	SENP8 block-2	UBC13 inh	SENP7 block	PfG6PD inh
O=C(CCc1ccccc1)NNC(=O)c1ccc(F)cc1	9	-9	3	-6	6	8	7	2	0
COc1cccc(N(CC(=O)NCCSc2ccccc2)S(C)(=O)=O)c1	9	-6	3	-3	1	6	4	5	-2
CCCCOc1ccc(C(=O)NCC(=O)OC2CCOC2=O)cc1 (stereo not given)	-5	-8	1	-4	0	20	-2	6	4
O=C1C2Sc3[nH]c(=O)sc3C(c3cc([N+](=O)[O-])ccc3O)C2C(=O)N1c1ccccc1 (stereo not given)	5	9	-5	4	1	34	2	6	-25
CCOC(=O)c1c(CN2CCOCC2)n(C)c2cc(Br)c(O)c(CN(C)C)c12	5&11	9&-1	-1&0	-4&4	-5&3	21&14	5&0	1&-7	30&4
O=S(=O)(Nc1ccccc1)c1ccc(NS(=O)(=O)c2cccs2)cc1	3	-17	0	-3	0	-2	3	-6	-17
Fc1ccccc1C1c2[nH]c3ccccc3c2CCN1Cc1ccoc1 (stereo not given)	2	5	-5	-1	-19	-21	-14	8	8
CCOc1ccc(NS(=O)(=O)c2ccc(C(=O)N(C)Cc3cccc(OC)c3OC)cc2)cc1	-4	-18	-4	-1	1	8	7	0	3
COc1cc(/C=N/NC(=O)c2ccc3ccccc3c2)ccc1Oc1ccc([N+](=O)[O-])cn1	-3	-3	-3	-8	2	7	-6	1	-5
COc1ccc(CC(=O)Oc2ccc(C)cc2Br)cc1S(=O)(=O)N1CCOCC1	5	-1	-2	5	1	2	1	0	-19
CN(CCOc1ccc(Cl)cc1)C(=O)CNS(=O)(=O)c1ccc(N(C)C)c([N+](=O)[O-])c1	-8	0	0	2	1	28	-2	6	-3
Cc1cc(C)c(NC(=O)c2cc(C(=O)O)ccc2C(=O)O)c([N+](=O)[O-])c1	-5	-13	3	0	1	21	3	-8	-12
O=C(CCCN1C(=O)C(c2ccccc2)Oc2cccnc21)NCc1ccc(F)cc1 (stereo not given)	-1	7	2	0	-3	14	-4	1	14
CC1SCCN1S(=O)(=O)c1ccc2ccccc2c1 (stereo not given)	-11	-10	-3	12	2	18	-10	-3	0
Brc1ccc2c(c1)C(c1cccnc1)=NNC(c1cccs1)=N2	0	-10	0	1	1	2	4	-2	-11
CCCONC(=O)Nc1ccccc1[N+](=O)[O-]	1	-14	-1	-12	2	16	-9	2	14
O=C(CS(=O)(=O)c1cn(Cc2ccc(F)cc2)c2ccccc12)N1CCCCC1	2	4	0	1	1	-8	8	-5	17
Cc1cc2c(N=NC(=O)C3CC3c3ccccc3)c(O)[nH]c2cc1Br (stereo not given)	4	0	-5	11	4	32	-18	1	-16
CCc1ccccc1NC(=O)CN1CCN(C(=O)CCC(=O)N2CCC(c3ccccc3)=N2)CC1	1	-6	-2	2	-1	18	2	-6	-10
Cc1noc(C)c1C(=O)Nc1nnc(-c2ccccc2)s1	6	16	-3	4	2	-436	-8	7	-1
O=C(c1ccc(S(=O)(=O)N2CCOCC2)cc1)N1CCN(c2ccccc2F)CC1	0	-1	0	-12	1	-4	17	4	4
O=C(Nc1ccnn1C1CCN(C(=O)c2cnsn2)CC1)c1cccc(F)c1	-8	-10	3	-4	-1	4	0	10	-6
CCN(CC)S(=O)(=O)c1ccc(C(=O)NCCN(C)C)cc1	3	12	-1	-12	2	0	-1	4	-15
